Bioassay records deposited in PubChem BioAssay by Broad Institute.
Statin myotox sup = suppression of simvastatin myotoxicity; 330,000 tested, 0.78% active; rescue of ATP level, % at 7.49 µM; AID 602340; C2C12 myotubes + simvastatin, ATP luminescence, 48 h; scaled: DMSO 0, geranylgeraniol control 100;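 active = mean ATP rescue above about 67%, or every replicate alone reaching that limit, limit read from the data, passing the limit was not always enough; inconclusive = no clear call, values can overlap the other calls; inactive = mean under the limit and some replicate under it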;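 note: myotubes were challenged with 10 µM simvastatin during compound exposure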
LGR2 inh = inhibitors of bursicon-induced Drosophila LGR2 receptor cAMP signaling. HEK293 LGR2, CRE-luciferase, bursicon-stimulated, 4 h. inhibition, % at 9.99 µM. 380,000 tested, 0.35% active. AID 720647;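 active = drop in luminescence signal, shown as inhibition above about 50% in the replicate tests, limit read from the data, passing the limit was not always enough; inconclusive = probably only some replicates passing the limit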;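 note: agonist challenge used bursicon conditioned medium at about half maximal strength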
PAX8 inh HTS = PAX8 transcriptional activity inhibition; RMG-I TPO-luciferase reporter, SteadyGlo, 24 h; inhibition, % at 12.6 µM; 360,000 tested, 1.2% active;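 active = mean replicate inhibition at least 60% with every replicate also reaching 60%; inconclusive = only one of the two criteria is met; inactive = mean below 60% and not all replicates reaching 60%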;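 note: luciferase light reporting Pax8 driven TPO promoter activity; plate controls were median of neutral control wells for no effect and mitoxantrone controls for full effect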
PglD DTNB = inhibitors of Campylobacter jejuni PglD acetyltransferase. purified PglD enzyme, DTNB colorimetric CoA detection. inhibition, % at 12.5 µM. 360,000 tested, 0.098% active. AID 602405; in the data active = inhibition above about 16%, passing the limit was not always enough; inconclusive = no clear call, values can overlap the other calls; note: strong numbers were not always called active
PGC1a acetyl inh = lowers PGC1a acetylation signal in U2OS cells | inhibition, % at 15.6 µM | AlphaScreen anti-acetyl-lysine; with virally co-expressed GCN5 acetyltransferase | AID 651687 | 350,000 tested, 0.17% active;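 active = every replicate shows inhibition of at least 40%; inconclusive = mean inhibition at least 40% but some replicate below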;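 note: 0% = neutral control wells and 100% = positive control wells; some results beyond the cut were filed as inactive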
ARNT-TACC3 inh = ARNT/TACC3 interaction disruption. Q9Y6A5. AlphaScreen His-ARNT PAS-B/GST-TACC3 binding, luminescence; TACC3 fragment carries E629A point mutation. inhibition, % at 9.99 µM. 390,000 tested, 0.66% active;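 active = mean inhibition of replicates at least 50% and at least half of replicates each reaching 50%; inconclusive = half or more replicates reach 50% but mean below 50%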;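 note: 0% = complete ARNT plus TACC3 wells and 100% = ARNT alone without TACC3; many hits fall short of the cut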
Cneo AK release = causes C. neoformans cell lysis; adenylate kinase release luminescence, 4 h; normalised: neutral wells 0, clomiphene wells 100; 360,000 tested, 0.2% active; lysis activity, % at 15 µM;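 active = mean lysis activity across replicates of at least 80%, whatever share of replicates individually reach that level; inactive = mean lysis activity below 80%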
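Assay system: C. neoformans cells. Amount: yeast cell density of 5 × 10^6 cells/mL. Technique: AK luminescence. Buffer or medium: YPD. Times: static 4 h at 37 °C with compound, 1 h detection. Dosing: single-point compound dose. Read-out: lysis from increased AK signal.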
GSIS activator = primary screen for activators of insulin secretion dependent on glucose, INS-1E cells, GLuc reporter luminescence; INS-1E GLuc reporter insulin secretion, 2-3 h; 370,000 tested, 0.61% active; activation, % at 16.6 µM;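 active = lowest replicate activation of at least 40%, so every replicate reaches that level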;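 note: 0% = median of neutral control wells and 100% = median of IBMX positive control wells; some compounds called inactive have numbers as strong as hits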
Starred values were filed as active, the others as inactive; ? = inconclusive; · = no result given; & = joins results of further samples.

1	Cc1cc(N2CCOCC2)c2c(N)cc(C)c(C)c2n1
2	CCS(=O)(=O)n1nc(-c2ccccc2)nc1SCc1ccccc1
3	CC(=O)N[C@@H]1CC[C@@H](CCNC(=O)C2CC2)O[C@H]1CO
4	COC(=O)c1c(NC(=O)C2CC2)sc(C(=O)Nc2ccccc2)c1C
5	COc1ccccc1C(O)P(=O)(OC1CCCCC1)OC1CCCCC1 (stereo not given)
6	CCCNC(=O)N(C)C[C@H]1Oc2cc(C#CC3CC3)ccc2S(=O)(=O)N([C@@H](C)CO)C[C@H]1C
7	O=C(Nc1ccc2c(c1)[C@H]1C[C@@H](CC(=O)N3CCOCC3)O[C@H](CO)[C@H]1O2)c1cccnc1
8	Cc1ccc(-c2nc3ncccc3o2)cc1NC(=O)C(C)(C)C

| Compound | 1 | 2 | 3 | 4 | 5 | 6 | 7 | 8 |
| --- | --- | --- | --- | --- | --- | --- | --- | --- |
| Statin myotox sup | -9 | 13 | -5 | · | 6 | 5 | -1 | 29 |
| LGR2 inh | · | · | 26 | -27 | 2 | 0 | -6 | 1 |
| PAX8 inh HTS | · | · | 12 | -103 | 13 | · | -4 | 9 |
| PglD DTNB | -2 | -7 | -3 | · | · | 2 | 1 | -3 |
| PGC1a acetyl inh | -8 | 8 | 13 | 3 | -21 | -18 | -10 | · |
| ARNT-TACC3 inh | · | -4 | -3 | -4 | 16 | -43 | -9 | -2 |
| Cneo AK release | -2 | -6 | 7 | · | · | 55 | -5 | 0 |
| GSIS activator | · | · | 8 | -4 | -23 | -11 | -10 | -2 |

9	C[C@@H]1CN([C@H](C)CO)C(=O)Cc2cc(NC(=O)Cc3ccccc3)ccc2O[C@H]1CN(C)Cc1ccc(Oc2ccccc2)cc1
10	C[C@H](CO)N1C[C@H](C)[C@@H](CN(C)S(=O)(=O)c2ccc(F)cc2)Oc2ccc(NC(=O)CCC(F)(F)F)cc2C1=O
11	CCNC(=O)C[C@H]1CC[C@H](NS(=O)(=O)c2ccc(F)cc2)[C@H](CO)O1
12	C=CCNc1oc(/C=C/c2ccccc2)nc1C#N
13	COc1ccc(C(=O)Cn2nc(CNc3ccc(Br)cc3)[n+]3c2CCCCC3)cc1
14	O=C(NCc1ccco1)C1CCC(N2C(=O)C3C4CCC(C4)C3C2=O)CC1 (stereo not given)
15	CO[C@@H]1CN(C)C(=O)c2ccc(NC(=O)c3cccnc3)cc2OC[C@@H](C)N(CC2CC2)C[C@H]1C
16	COc1ccc(S(=O)(=O)N[C@H]2CC[C@@H](CC(=O)NCc3ccccc3F)O[C@H]2CO)cc1

| Compound | 9 | 10 | 11 | 12 | 13 | 14 | 15 | 16 |
| --- | --- | --- | --- | --- | --- | --- | --- | --- |
| Statin myotox sup | 45 | 24&3 | 5 | · | · | · | -5 | 4 |
| LGR2 inh | 3 | -2&3 | 8 | -100 | 8 | -12 | -4 | 9 |
| PAX8 inh HTS | 13 | -12&11 | 7 | · | ? | -2 | · | -5 |
| PglD DTNB | 2 | 2&-1 | -3 | -2 | · | · | 3 | 2 |
| PGC1a acetyl inh | -9 | 3&-4 | 7 | 11 | 1 | -8 | 1 | -5 |
| ARNT-TACC3 inh | -5 | -1&-3 | -2 | -1 | 6 | -13 | 0 | -4 |
| Cneo AK release | 0 | -3&4 | 1 | 2 | · | · | 0 | 9 |
| GSIS activator | 0 | -6&-16 | 6 | 2 | 20 | 3 | -5 | 2 |

17	CC(C)(C)C1CCc2c(sc(NC(=O)C3CCCO3)c2C(N)=O)C1 (stereo not given)
18	Cc1cc(CN(C)C(=O)CC2C(=O)NCCN2Cc2c(F)cccc2Cl)on1 (stereo not given)
19	CN1C(=O)c2cc(NC(=O)NC3CCCC3)ccc2OC[C@@H]2O[C@@H](CC(=O)O)CC[C@H]21
20	Cc1ccc2[nH]c(C)cc(=S)c2c1
21	CC(OC(=O)/C(C#N)=C/c1ccco1)C(=O)N(C)c1ccccc1 (stereo not given)
22	COc1ccc(NC(=O)COC(=O)c2ccc(S(=O)(=O)N3CCCC3)cc2)cc1OC
23	COc1ccc(CN2C[C@@H](O)COC[C@@H]3O[C@H](CC(=O)N4CCc5ccccc5C4)CC[C@H]32)cc1
24	COCCNC(=O)C[C@H]1C[C@H]2c3cc(NC(=O)CN(C)C)ccc3O[C@H]2[C@@H](CO)O1

| Compound | 17 | 18 | 19 | 20 | 21 | 22 | 23 | 24 |
| --- | --- | --- | --- | --- | --- | --- | --- | --- |
| Statin myotox sup | 96* | · | 6 | 3 | -1 | 3 | 26 | 3 |
| LGR2 inh | · | 9 | -2 | 7 | 10 | -2 | 3 | -9 |
| PAX8 inh HTS | · | -15 | -8 | 24 | -24 | -1 | -53 | -13 |
| PglD DTNB | 4 | 2 | 0 | · | -3 | 5 | -2 | -1 |
| PGC1a acetyl inh | 19 | -2 | -2 | -6 | -7 | 4 | -1 | 2 |
| ARNT-TACC3 inh | · | -4 | 3 | -4 | -6 | 0 | 2 | 10 |
| Cneo AK release | -1 | -1 | 3 | · | 0 | 0 | -5 | 4 |
| GSIS activator | · | 21 | -1 | -7 | -13 | 10 | -13 | 16 |

25	Brc1ccc(C2=CC(c3cccs3)n3ncnc3N2)cc1 (stereo not given)
26	Cc1ccc(C)c2nc(SCC(=O)Nc3ccc4c(c3)OCO4)c(C#N)cc12
27	NS(=O)(=O)c1ccc(CNC(=O)CCC2CCCCC2)cc1
28	O=C(CSc1ncnc2nc[nH]c12)Nc1ccccc1C(F)(F)F
29	Cn1c(COc2ccccc2)nnc1SCCC(=O)Nc1ccccc1
30	Cc1c(NC(=O)CSc2nnc(-c3ccccc3F)o2)c(=O)n(-c2ccccc2)n1C
31	CC(NC(=O)Cc1cccs1)c1ccncc1 (stereo not given)
32	Cc1cc(C)nc(CCNC(=O)c2cc(COc3ccc(F)cc3F)on2)n1

| Compound | 25 | 26 | 27 | 28 | 29 | 30 | 31 | 32 |
| --- | --- | --- | --- | --- | --- | --- | --- | --- |
| Statin myotox sup | -3 | -1 | · | 28 | -1 | -4 | 20 | · |
| LGR2 inh | · | -2 | · | 1 | · | 7 | 6 | 3 |
| PAX8 inh HTS | 29 | -6 | · | · | · | -5 | · | 8 |
| PglD DTNB | -3 | -2 | 5 | 3 | -2 | -1 | · | 4 |
| PGC1a acetyl inh | 0 | -5 | 8 | 2 | -26 | 8 | 3 | -2 |
| ARNT-TACC3 inh | 5 | -1 | · | -2 | -2 | · | -7 | -5 |
| Cneo AK release | -1 | -2 | -1 | 6 | -1 | -1 | · | 0 |
| GSIS activator | · | -8 | 0 | 20 | · | 8 | 0 | 6 |

Laid out differently: entries from further up
26	Cc1ccc(C)c2nc(SCC(=O)Nc3ccc4c(c3)OCO4)c(C#N)cc12
  Statin myotox sup = -1	LGR2 inh = -2	PAX8 inh HTS = -6	PglD DTNB = -2	PGC1a acetyl inh = -5	ARNT-TACC3 inh = -1	Cneo AK release = -2	GSIS activator = -8
27	NS(=O)(=O)c1ccc(CNC(=O)CCC2CCCCC2)cc1
  Statin myotox sup = ·	LGR2 inh = ·	PAX8 inh HTS = ·	PglD DTNB = 5	PGC1a acetyl inh = 8	ARNT-TACC3 inh = ·	Cneo AK release = -1	GSIS activator = 0

Molecules listed so far that have a halogen, in the order listed:
10	C[C@H](CO)N1C[C@H](C)[C@@H](CN(C)S(=O)(=O)c2ccc(F)cc2)Oc2ccc(NC(=O)CCC(F)(F)F)cc2C1=O
11	CCNC(=O)C[C@H]1CC[C@H](NS(=O)(=O)c2ccc(F)cc2)[C@H](CO)O1
13	COc1ccc(C(=O)Cn2nc(CNc3ccc(Br)cc3)[n+]3c2CCCCC3)cc1
16	COc1ccc(S(=O)(=O)N[C@H]2CC[C@@H](CC(=O)NCc3ccccc3F)O[C@H]2CO)cc1
18	Cc1cc(CN(C)C(=O)CC2C(=O)NCCN2Cc2c(F)cccc2Cl)on1 (stereo not given)
25	Brc1ccc(C2=CC(c3cccs3)n3ncnc3N2)cc1 (stereo not given)
28	O=C(CSc1ncnc2nc[nH]c12)Nc1ccccc1C(F)(F)F
30	Cc1c(NC(=O)CSc2nnc(-c3ccccc3F)o2)c(=O)n(-c2ccccc2)n1C
32	Cc1cc(C)nc(CCNC(=O)c2cc(COc3ccc(F)cc3F)on2)n1

| Compound | 10 | 11 | 13 | 16 | 18 | 25 | 28 | 30 | 32 |
| --- | --- | --- | --- | --- | --- | --- | --- | --- | --- |
| Statin myotox sup | 24&3 | 5 | · | 4 | · | -3 | 28 | -4 | · |
| LGR2 inh | -2&3 | 8 | 8 | 9 | 9 | · | 1 | 7 | 3 |
| PAX8 inh HTS | -12&11 | 7 | ? | -5 | -15 | 29 | · | -5 | 8 |
| PglD DTNB | 2&-1 | -3 | · | 2 | 2 | -3 | 3 | -1 | 4 |
| PGC1a acetyl inh | 3&-4 | 7 | 1 | -5 | -2 | 0 | 2 | 8 | -2 |
| ARNT-TACC3 inh | -1&-3 | -2 | 6 | -4 | -4 | 5 | -2 | · | -5 |
| Cneo AK release | -3&4 | 1 | · | 9 | -1 | -1 | 6 | -1 | 0 |
| GSIS activator | -6&-16 | 6 | 20 | 2 | 21 | · | 20 | 8 | 6 |
